High-throughput results deposited in PubChem by The Scripps Research Institute Molecular Screening Center.
CHRM1 PAM: positive allosteric modulators of human M1 muscarinic receptor; P11229; CHO-K1 hM1, Fluo-8 calcium fluorescence, ACh EC20; 0% = ACh EC20, 100% = maximal ACh; activation, % at 3 µM; 360,000 compounds, 0.088% hits; in the data active means activation above about 19%, passing the limit was not always enough
Target sequence (P11229 whole entry, looked up): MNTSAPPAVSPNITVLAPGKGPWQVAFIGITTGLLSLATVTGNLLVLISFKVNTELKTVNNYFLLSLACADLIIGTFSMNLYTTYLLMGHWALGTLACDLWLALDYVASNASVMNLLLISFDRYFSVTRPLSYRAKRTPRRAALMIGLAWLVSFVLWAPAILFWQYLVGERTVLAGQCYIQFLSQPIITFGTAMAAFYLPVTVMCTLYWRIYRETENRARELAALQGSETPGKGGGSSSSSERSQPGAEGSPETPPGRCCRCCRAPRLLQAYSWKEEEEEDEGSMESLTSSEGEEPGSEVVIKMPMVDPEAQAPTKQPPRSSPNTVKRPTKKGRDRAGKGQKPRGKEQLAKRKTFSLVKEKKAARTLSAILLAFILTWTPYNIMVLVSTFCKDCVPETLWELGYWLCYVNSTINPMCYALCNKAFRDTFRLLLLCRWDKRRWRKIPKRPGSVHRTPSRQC
M1 antag: antagonists of human M1 muscarinic receptor | P11229 | CHO-K1 hM1, Fluo-8 calcium fluorescence, ACh EC80 antagonist | inhibition, % at 3 µM | 360,000 compounds, 1.3% hits | AID 588852;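 active means percent inhibition above its own plate's cutoff, namely the mean of that plate's compound wells plus 3 SD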;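 further: peak over basal fluorescence ratio during 140 s after agonist addition; 0% = ACh EC80 plus DMSO and 100% = DMSO alone without agonist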
CHRM4 antagonist: antagonists of human muscarinic M4 receptor (CHRM4). P08173. CHO-hM4 cells, ACh EC80, Fluo-8 calcium fluorescence. inhibition, % at 3 µM. 360,000 compounds, 0.73% hits;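 active means inhibition above its plate's cutoff, the mean inhibition of sample wells plus 3 SD, cut at about 27% in these data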;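 further: 0% = acetylcholine EC80 with DMSO and 100% = DMSO without agonist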
Target sequence (P08173 whole entry, looked up): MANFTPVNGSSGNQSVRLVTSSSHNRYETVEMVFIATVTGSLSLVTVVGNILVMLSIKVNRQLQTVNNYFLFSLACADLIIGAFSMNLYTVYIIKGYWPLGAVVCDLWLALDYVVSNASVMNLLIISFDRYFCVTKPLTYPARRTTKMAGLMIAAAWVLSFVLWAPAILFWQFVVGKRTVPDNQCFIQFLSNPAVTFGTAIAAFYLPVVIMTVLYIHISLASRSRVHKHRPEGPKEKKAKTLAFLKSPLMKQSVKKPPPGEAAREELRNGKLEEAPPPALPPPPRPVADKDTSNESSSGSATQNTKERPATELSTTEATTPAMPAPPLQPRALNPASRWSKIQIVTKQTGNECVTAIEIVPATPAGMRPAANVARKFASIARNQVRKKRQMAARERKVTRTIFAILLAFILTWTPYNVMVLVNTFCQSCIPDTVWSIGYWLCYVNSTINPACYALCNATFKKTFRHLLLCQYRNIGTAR
CHRM1 agonist: agonists of human M1 muscarinic receptor; CHO-K1 hM1, Fluo-8 calcium fluorescence, agonist mode; 0% DMSO, 100% acetylcholine EC100; activation, % at 3 µM; 360,000 compounds, 0.33% hits; AID 588814;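 active means activation above the run's mean compound activation plus 3 SD, cut at about 16% in these data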;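 further: peak over basal fluorescence ratio within a 140 s kinetic read after compound addition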
OXTR potentiator: potentiates the human oxytocin receptor response. AID 2445. activation, % at 3 µM. P30559. 320,000 compounds, 0.061% hits. CHO-OTR cells, Fluo-8 calcium fluorescence, potentiator mode; 0% = oxytocin EC15, 100% = EC100;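 active means activation above that plate's cutoff, the mean activation of tested compounds plus 3 SD, cut at about 6.6% in these data, passing the limit was not always enough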;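 further: 100% uses oxytocin at 75 nM as the full agonist control; some results filed as inactive read as strong as hits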
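System: human OTR in CHO cells; Also added: sub-maximal oxytocin, roughly EC15; Timing: compound 6 min at room temperature before oxytocin, 100 s read; Technique: Fluo-8 intracellular calcium fluorescence, ex 470-495, em 515-575 nm; Controls: oxytocin EC15 low and EC100 high; Replication: singlicate.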
M1 ag parental: nonselective activator or artifact in parental CHO-K1 cells | Fluo-8 calcium fluorescence; scaled to maximal ATP response, vehicle zero | activation, % at 3 µM | 360,000 compounds, 0.48% hits | AID 602248; in the data active means activation above about 15%;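 further: untransfected CHO-K1 host cells lacking M1 receptor as counterscreen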
CHO-K1 Ca antag: counter-screen for M1 antagonists: effect in parental CHO-K1 cells | ATP-induced calcium, Fluo-8 fluorescence | inhibition, % at 3 µM | 360,000 compounds, 0.6% hits | AID 602250;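 active means inhibition above a per-plate cutoff, the plate's mean sample inhibition plus 3 SD, cut at about 24% in these data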;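 further: 0% = DMSO plus EC80 ATP and 100% = DMSO alone without ATP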
CHO parental Ca: counter-screen for OX1R antagonists: effect in parental CHO cells | parental CHO-K1, ATP-induced calcium, Fluo-8 fluorescence | inhibition, % at 5.6 µM | 330,000 compounds, 0.63% hits | AID 463079;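 active means inhibition above that plate's mean sample inhibition plus 3 SD, cut at about 26% in these data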;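 further: 0% = ATP-challenged DMSO wells and 100% = DMSO wells without ATP; some compounds past the cut are filed as inactive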
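test system = CHO parental line | reagent = ATP stimulus | measured by = intracellular calcium via Fluo-8 no-wash fluorescent dye | control set = ATP and no-ATP DMSO wells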
M4 ag: CHRM4 agonism in calcium assay | P08173 | CHO-K1 hM4/Gqi5, Fluo-8 calcium fluorescence; vehicle 0%, full acetylcholine response 100% | activation, % at 3 µM | 360,000 compounds, 0.14% hits;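 active means activation above the run mean over all test wells plus 3 SD, cut at about 32% in these data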;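 further: peak over basal fluorescence ratio per well then scaled between controls; 0% = DMSO wells and 100% = acetylcholine at EC100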
The depositor's hits bear a star; . = not tested or not shown; & = joins results of further samples.

SMILES	CHRM1 PAM	M1 antag	CHRM4 antagonist	CHRM1 agonist	OXTR potentiator	M1 ag parental	CHO-K1 Ca antag	CHO parental Ca	M4 ag
CCOCCCn1c(SCC(=O)NCc2ccc3c(c2)OCO3)nc2ccccc2c1=O	5	-1	-2	-7	-14	1.0	-13	-12	2
CN1CCN(C(=O)C23CC4CC(C2)CC(c2ccccc2)(C4)C3)CC1	-15	3	1	-13	1	1.4	-4	-23	4
CCC(=O)n1nc(-c2ccc(Cl)cc2)nc1N	5	-7	4	-4	-10	0.3	-12	-20	-1
COC(=O)c1ccc(C(=O)N(CCN(C)C)c2nc3c(Cl)cccc3s2)cc1	7	-9	2	-1	1	0.6	-3	-16	1
COc1ccc(CCN(C(=O)C(F)(F)F)C(C(=O)NC2CCCC2)c2cccs2)cc1 (stereo not given)	-29	21	3	-15	-4	0.3	-23	-40	-1
CN1C(=O)/C(=C/c2coc3ccc(O)cc3c2=O)SC1=S	4	-6	-4	-1	-12	0.3	5	-1	0
CCn1nc(C(=O)N2CCN(Cc3ccc4c(c3)OCO4)CC2)c2ccccc2c1=O	6	-1	6	-3	0	1.8	8	-10	5
CCCSc1ccc([C@@H]2[C@@H]3C(=O)N(CC)C(=O)[C@@H]3[C@]3(C(=O)OC)CCCCN23)cc1OC	14	-10	-5	-3	-5	-0.6	2	-39	-1
CC(=O)c1sc(NC(=O)c2cc(S(=O)(=O)N3CCOCC3)ccc2F)nc1C	4	-4	-6	-5	-2	0.0	-13	-17	1
O=C(N/C(=C/c1ccc(Cl)cc1)C(=O)N1CCCC1)c1ccccc1	0	7	-1	-2	-3	0.4	-4	5	2
Cc1ccc(S(=O)(=O)c2c[nH]c3ccc(C)cc3c2=O)cc1	21	-18	-1	-1	.	2.0	-12	.	1
CCOC(=O)c1c(CN2CCN(CCO)CC2)n(-c2ccccc2)c2cc(Br)c(O)cc12	2	-5	-5	-3	-5	4.8	-5	-7	8
CC12CCC(=O)C=C1CCC1C2C(O)CC2(C)C1CCC2(O)C(=O)COC(=O)COCC(=O)O (stereo not given)	6	-10	-3	-1	.	0.6	-12	.	1
CCCCn1c(=S)[nH]c2ncccc2c1=O	10	-14	-4	-1	-1	0.1	-4	-16	0
CCOC(=O)[C@@H]1[C@H]2COc3ccccc3[C@@H]2N2C(=O)N(c3ccc(C)cc3)C(=O)[C@@]12C	17	-11	-1	-2	6	0.1	-15	-14	0
Cc1[nH]c2ccccc2c1/C=N/NC(=S)NC(C)C	11	-13	-10	1	-4	2.1	-16	-2	8
C=CCn1c(SCC(=O)N2CCOCC2)nc2sc3c(c2c1=O)CCCC3	-9	-13	-7	-5	-7	1.6	-8	-8	4
CCNS(=O)(=O)c1ccc(Br)c(C(=O)OC(C)C(=O)NCC2CCCCC2)c1 (stereo not given)	-4	2	0	-3	-10	0.6	15	-18	3
O=C(N/N=C/c1ccc([N+](=O)[O-])o1)c1cc(-c2cccc(Br)c2)nc2ccccc12	7	-21	-10	-1	-8	-0.2	0	-3	6
FC(F)(F)c1ccc(-c2cccc3c2C2CC3CCN2C(=S)NCCc2ccccc2)cc1 (stereo not given)	0	-2	-1	-8	.	0.6	5	.	0

A second format for some results above:
Compound | CHRM1 PAM | M1 antag | CHRM4 antagonist | CHRM1 agonist | OXTR potentiator | M1 ag parental | CHO-K1 Ca antag | CHO parental Ca | M4 ag
CCn1nc(C(=O)N2CCN(Cc3ccc4c(c3)OCO4)CC2)c2ccccc2c1=O | 6 | -1 | 6 | -3 | 0 | 1.8 | 8 | -10 | 5
CCCSc1ccc([C@@H]2[C@@H]3C(=O)N(CC)C(=O)[C@@H]3[C@]3(C(=O)OC)CCCCN23)cc1OC | 14 | -10 | -5 | -3 | -5 | -0.6 | 2 | -39 | -1
CC(=O)c1sc(NC(=O)c2cc(S(=O)(=O)N3CCOCC3)ccc2F)nc1C | 4 | -4 | -6 | -5 | -2 | 0.0 | -13 | -17 | 1
O=C(N/C(=C/c1ccc(Cl)cc1)C(=O)N1CCCC1)c1ccccc1 | 0 | 7 | -1 | -2 | -3 | 0.4 | -4 | 5 | 2
Cc1ccc(S(=O)(=O)c2c[nH]c3ccc(C)cc3c2=O)cc1 | 21 | -18 | -1 | -1 | . | 2.0 | -12 | . | 1
CCOC(=O)c1c(CN2CCN(CCO)CC2)n(-c2ccccc2)c2cc(Br)c(O)cc12 | 2 | -5 | -5 | -3 | -5 | 4.8 | -5 | -7 | 8
CC12CCC(=O)C=C1CCC1C2C(O)CC2(C)C1CCC2(O)C(=O)COC(=O)COCC(=O)O (stereo not given) | 6 | -10 | -3 | -1 | . | 0.6 | -12 | . | 1
CCCCn1c(=S)[nH]c2ncccc2c1=O | 10 | -14 | -4 | -1 | -1 | 0.1 | -4 | -16 | 0
CCOC(=O)[C@@H]1[C@H]2COc3ccccc3[C@@H]2N2C(=O)N(c3ccc(C)cc3)C(=O)[C@@]12C | 17 | -11 | -1 | -2 | 6 | 0.1 | -15 | -14 | 0
Cc1[nH]c2ccccc2c1/C=N/NC(=S)NC(C)C | 11 | -13 | -10 | 1 | -4 | 2.1 | -16 | -2 | 8
C=CCn1c(SCC(=O)N2CCOCC2)nc2sc3c(c2c1=O)CCCC3 | -9 | -13 | -7 | -5 | -7 | 1.6 | -8 | -8 | 4
CCNS(=O)(=O)c1ccc(Br)c(C(=O)OC(C)C(=O)NCC2CCCCC2)c1 (stereo not given) | -4 | 2 | 0 | -3 | -10 | 0.6 | 15 | -18 | 3
O=C(N/N=C/c1ccc([N+](=O)[O-])o1)c1cc(-c2cccc(Br)c2)nc2ccccc12 | 7 | -21 | -10 | -1 | -8 | -0.2 | 0 | -3 | 6
FC(F)(F)c1ccc(-c2cccc3c2C2CC3CCN2C(=S)NCCc2ccccc2)cc1 (stereo not given) | 0 | -2 | -1 | -8 | . | 0.6 | 5 | . | 0

Continued.
SMILES	CHRM1 PAM	M1 antag	CHRM4 antagonist	CHRM1 agonist	OXTR potentiator	M1 ag parental	CHO-K1 Ca antag	CHO parental Ca	M4 ag
CN(CCOc1ccccc1)C(=O)C1CCN(C(=O)c2ccc(F)cc2)CC1	9	-15	-9	-2	0	0.9	-2	1	2
CC1CN(c2ncnc3c2cnn3-c2ccc(Cl)cc2)CC(C)O1 (stereo not given)	9	-8	-9	-6	-7	1.0	-6	2	1
O=C(Nc1ccc(Cl)cc1)ON=C1CCCC1	-2	10	-22	0	-4	3.2	4	-8	8
CC1CCCN(C(=O)CCS(=O)(=O)c2ccc3c(c2)NC(=O)C(C)S3)C1 (stereo not given)	-4	8	5	0	-6	5.3	-17	-15	3
CCCCn1c(=NC(=O)c2ccco2)c(C(=O)OCC)cc2c(=O)n3ccccc3nc21	4	-3	-5	-2	-21	1.3	6	-20	2
Cc1nn(Cc2ccc(C(=O)NN)cc2)c(C)c1Cl	13	-17	6	-3	-1	0.4	-6	-14	1
Cc1ccc(-c2cccc(-c3cc(=O)oc4ccc(C(C)(C)C)cc34)c2)cc1	10	-11	-13	-4	.	0.3	-15	-18	-1
CN1/C(=C\C=C2/SC(=S)N(CC(=O)O)C2=O)C(C)(C)c2ccccc21	-17	37*	3	131*	-17	30*	12	69*	18
CCOC(=O)Cc1csc(NC(=O)c2c(C)noc2C)n1	9	2	-11	0	-1	1.3	-6	-9	1
Cc1cccc(C)c1OCC(=O)N(Cc1cccs1)C1CCS(=O)(=O)C1 (stereo not given)	6	-13	4	-2	-2	1.1	-6	-20	0
CCOC(=O)c1nnn(-c2nonc2N)c1CN(CC)c1ccccc1	14	-22	5	-4	-14	0.2	-10	2	0
O=C(CCCCCN1C(=O)c2ccccc2C1=O)NCc1ccco1	-3	-30	0	0	-12	0.6	-8	1	1
O=c1c2ccccc2c(/C=N/c2ncn[nH]2)c(O)n1Cc1ccccc1	-8&3	19&0	-3&-1	0&-1	-21	-0.1&0.8	5&3	-9	3&3
CCOCCCN(CCC#N)S(=O)(=O)c1ccc(S(=O)(=O)N2CCCC2)cc1	-5	7	-3	-9	-4	0.3	7	-12	3
O=C(c1ccccc1[N+](=O)[O-])N1CCN(c2ccc(N3CCOCC3)nn2)CC1	2	3	-7	1	-7	7.1	-6	-5	1
CCc1cccc(C)c1NC(=O)COC(=O)Cc1ccccc1	6	-5	-10	-5	.	0.3	-4	.	2
CC1=C(C(=O)N2CCOCC2)C(c2cccc(C)c2)NC(=S)N1 (stereo not given)	-2	6	6	-4	-1	0.1	-7	0	0
CCc1ccc2[nH]c(O)c(N=Nc3nc(-c4ccccc4)cs3)c2c1	-3	7	3	20*	-14	1.1	-14	-30	1
O=C(CSc1ncn[nH]1)N/N=C/c1ccc(Br)cc1	1	1	2	-3	-4	1.3	-8	0	1
COc1ccc(C(C#N)Nc2ccc(C)cc2)cc1 (stereo not given)	6	-2	-10	-5	-1	0.7	-7	0	2
Cc1ccc(C(=O)CNc2ccc(C)cc2C)cc1	1	-2	-3	-2	-8	0.2	18	5	0
CCOC(=O)C[C@H]1c2ccc(C(F)(F)F)cc2S(=O)(=O)N1c1ccccc1	-2	-2	8	-8	-6	-0.8	-8	-31	-2
CCn1c(SCCC(=O)O)nnc1-c1cccnc1	5	-7	2	-2	-13	-0.2	10	0	0
Cn1c(=O)oc2cc(S(=O)(=O)NC3CCCCCCC3)ccc21	-3	3	8	-3	-23	1.3	-3	3	4
COc1ccc(CNC(=O)[C@@H]2CC=C[C@@H]3CCN(Cc4ccc(Cl)c(Cl)c4)C(=O)[C@@H]32)cc1	10	-4	-6	-2	-10	0.0	-6	-31	5
Cc1cccc(N(C)c2ccc3cc(S(=O)(=O)N4CCCC4)ccc3n2)c1	-7	-4	16	-5	-7	-0.3	-8	-10	0
O=C(/C=C\Nc1cccc(F)c1)c1cccs1	1	-9	-6	-4	-10	0.2	-13	-19	1
CC(C)C(c1nnnn1C1CCCC1)N1CCN(C(=O)c2ccco2)CC1 (stereo not given)	8	-13	-9	-6	0	0.5	-14	-17	2
CCCCN(CCCC)CCNC(=O)c1cn(C)c2ccc(S(=O)(=O)N3CCCC3)cc2c1=O	9	-3	-8	-3	-6	0.4	-1	-4	0
Fc1ccc(-n2cc(-c3ccccc3)c3c(NN4CCOCC4)ncnc32)cc1	3	8	-7	-6	-6	11	4	-19	9
COc1ccc2c(c1)OC[C@H]1[C@H]2N2C(=O)c3cc(Br)ccc3NC(=O)[C@@]2(C)[C@H]1c1ccccc1	-13	19	16	-5	-16	0.5	-17	-1	3
CCOCc1nnc(NC(=O)c2cc(OC)cc(OC)c2)s1	1	-4	9	1	-4	-0.3	-11	-8	0
Cc1nc(C)n(CC(O)COc2ccc3c(c2)CCC3)n1 (stereo not given)	1	-8	8	-2	-1	1.6	-16	-7	2
Cc1ccc(-c2nc(C#N)c(N3CCC(C)CC3)o2)cc1	2	-2	6	-5	-12	-0.6	-1	-12	-2
CCCCN1C(=O)CC(Nc2ccc(CC)cc2)C1=O (stereo not given)	6	-10	6	-4	-5	0.2	-11	-3	1
Nc1cc(=O)nc(SCC(=O)N(C2CCCCC2)C2CCCCC2)n1-c1ccccc1	9	0	11	2	-6	-0.9	7	-4	-1
CCc1ccccc1NC(=O)NNC(=O)c1ccc2ccccc2c1O	3	0	-3	-2	-2	1.1	-3	11	0
